# SRC3 TRFRET art: TR-FRET detection interference compounds, artefact control for PPARgamma SRC-3 recruitment agonists, biochemical, TR-FRET ratio. TR-FRET artefact counter-screen, PPARgamma/SRC-3 format; hits give high values. TR-FRET ratio at 8 µM. 0.39% of 99,000 active. AID 1048, 2008; in the data active = TR-FRET ratio above about 2000; note: inactives centre near 1600
# SRC1 TRFRET art: TR-FRET detection interference compounds, primary screen, artefact control for PPARgamma SRC-1 recruitment agonists, biochemical, TR-FRET emission ratio; TR-FRET detection artefact counter-screen; hits give high values; TR-FRET ratio at 8 µM; 0.34% of 99,000 active; in the data active = TR-FRET ratio above about 2300; note: inactives centre near 1800
# * hit, by the source's call. No enrichment for hits. Share with any hit: about 0.65%.
SMILES,SRC3 TRFRET art,SRC1 TRFRET art
CCCc1nnc(NC(=O)CCC(=O)NCCc2ccc(OC)c(OC)c2)s1,1558,1697
CCOC(=O)C1(Cc2ccccc2)CCCN(Cc2ccc(OCC)c(CO)c2)C1 (stereo unspecified),1628,1769
COc1ccc(-n2c(=O)cc(N3CCN(c4ccccc4OC)CC3)[nH]c2=O)cc1,1559,1689
COc1cccc(N/C=C/c2onc(C)c2[N+](=O)[O-])c1,1649,1984
O=C(COC(=O)c1cccc(S(=O)(=O)N2CCc3ccccc32)c1)Nc1ccc(Cl)cn1,1275,1562
CC(=O)c1ccc(-n2c(-c3cc(-c4ccsc4)n[nH]3)n[nH]c2=S)cc1,1626,1866
O=C(Nc1cccc(S(=O)(=O)N2CCCCCC2)c1)c1ccc2ccccc2n1,1884,1958
COc1cc(CC(=O)N/N=C/c2ccccc2)c([N+](=O)[O-])cc1OC,1725,1901
CCc1ccc(C(=O)N/N=C/c2ccc(Cl)cc2Cl)nc1,1460,1868
CCOC(=O)c1ccc(S(=O)(=O)NNC(=O)COc2ccc(C)cc2)cc1,1700,1453
Nc1nc(SCC(=O)NCc2ccc3c(c2)OCO3)n[nH]1,1645,1689
CCc1nnc(NC(=O)c2ccc(Cl)c(S(=O)(=O)N3CCc4ccccc4C3)c2)s1,1542,1538
O=S(=O)(c1cccc2nonc12)N1CCN(c2ccc(F)cc2)CC1,1538,1948
CSc1ccccc1C(=O)Nc1cccc([N+](=O)[O-])c1C,1387,1586
COc1ccc(/C=C/C(=O)NC(C)CCc2ccccc2)cc1 (stereo unspecified),1688,2040
O=S(=O)(/C=C/c1ccccc1)Nc1ccc(F)cc1,1508,1797
CC(=O)c1ccc(Nc2c(C)n(C)n(-c3ccccc3)c2=O)cc1,1698,1827
COC(=O)c1cccn(CC(=O)c2ccc(Cl)cc2Cl)c1=O,1657,1730
CN(C)CCCNC(=S)NCCNc1nc2cc3c(cc2cc1C#N)OCO3,1571,1783
O=C(c1ccc([N+](=O)[O-])c(CS(=O)(=O)c2ccc(Cl)cc2)c1)N1CCCC1,1463,1449
COc1cccc(C(=O)O/N=C2\CCS(=O)(=O)c3sccc32)c1,1512,1617
Oc1c(C=Nc2ccccc2)sc2ccccc12,1475,2020
O=C(c1ccc(Cl)cc1)N1CCN=C1c1ccccc1,1519,1731
COc1ccc(CCN(C)C(=O)C2CCN(Cc3ccc(C)cc3)CC2)cc1OC,1681,1864
COc1ccc(C(=O)Nc2ccc(OC)c([N+](=O)[O-])c2)cc1Br,1736,1721
CC1(C)CC(=O)c2cc(O)ccc2O1,1667,1795
CCOc1ccc(NC(=O)c2cc3cc4ccc(C)cc4nc3o2)cc1,1698,1888
COc1ccc(N(C(=O)COc2ccc(F)cc2)S(=O)(=O)c2ccc(C)cc2)cc1,1648,2016
CCCCC12CN3CCN(CC(C3)/C1=N\NC(=O)Nc1ccccc1)C2,1540,1560
O=C(C1=NN[C@@H]2C(=O)N(c3ccccc3C(F)(F)F)C(=O)[C@H]12)c1ccc2ccccc2n1,1886,1819
O=C(O)Cn1c(=S)sc2ccccc21,1610,1694
O=C(CN(C(=O)CNC(=O)c1ccco1)c1ccc2c(c1)OCCO2)NC1CCCCC1,1531,1660
CCN(CC)C(=O)COc1ccc2c(c1)C(=O)CC(C)(C)O2,1605,1698
N#Cc1c(-n2cccc2C=O)sc2c1CCCC2,1491,2006
COc1cccc(/C=C/C(=O)c2ccc(NC3=NCCCS3)cc2)c1,1431,1490
C=CCc1cccc(/C=N/NC(=O)C(C)Nc2cccc(C)c2)c1O (stereo unspecified),1546,1747
COc1ccccc1NC(=O)c1c(Br)cnn1C,1313,1811
O=C(c1cccc([N+](=O)[O-])c1)N1CCN(c2cccc(Cl)c2)CC1,1704,1763
C=C(C)C1CC=C(C)/C(=N/NC(=O)C2CC2c2ccccc2)C1 (stereo unspecified),1370,1998
Cn1c(=S)n(C)c2ccccc21,1356,1669
Fc1ccccc1CNCCC(Cc1ccccc1)c1ccc2c(c1)OCO2 (stereo unspecified),1742,2034
O=C(CSc1ncnc2scc(-c3ccccc3)c12)NCc1ccc2c(c1)OCO2,1870,2008
COc1ccc(NC(=O)CN(C)CC(=O)Nc2ccc3c(c2)CCC3)cc1,1616,1781
COc1cccc(C2=NN(C(=O)c3ccco3)C(O)(C(F)(F)F)C2)c1 (stereo unspecified),1527,1917
CCn1cc(C(=O)NCCc2ccccc2)c(=O)c2cc(S(=O)(=O)N3CCCC3)ccc21,1812,1903
CCOC(=O)c1ccc(-n2c(CN3CCC(O)CC3)nc3ccc([N+](=O)[O-])cc3c2=O)cc1,1600,2178
COc1ccc(/C=N/NC(=O)c2ccc(N(C)S(=O)(=O)c3ccccc3)cc2)c(OC)c1,1439,1710
COc1cccc(CNc2ccc(C(=O)O)cc2)c1OCc1ccccc1,1670,1938
O=C(CNC(=S)NC(=O)c1ccc(F)cc1)c1ccccc1,1753,1789
COC(=O)CC1C(=O)NCCN1C(=O)c1ccc(S(=O)(=O)N2CCOCC2)cc1 (stereo unspecified),1701,2108
CC(=O)Nc1ccc(C(=O)Nc2nc(-c3ccccn3)cs2)cc1,1655,1947
CC1(C)C2CCC1(CS(=O)(=O)NC1CCCC1)C(=O)C2 (stereo unspecified),1507,1746
COc1ccc(Nc2c(-c3ccco3)nc3cccc(C)n23)cc1,1436,1664
Cc1cccc(NC(=O)CSc2nnc(CN3CCOCC3)n2C)c1C,1809,1681
CS(=O)(=O)NCCNc1cc(Cl)ccc1[N+](=O)[O-],1752,1648
CCC(=O)N1CC2(c3ccccc3)CN(C(=O)CC)CC(c3ccccc3)(C1)C2=O,1762,2186
CCNC(=S)N1CCCCC1CO (stereo unspecified),1590,1361
O=C(/C=C/c1ccc([N+](=O)[O-])cc1)Nc1ncc([N+](=O)[O-])s1,1733,1799
O=C1c2cccc(OCC(=O)N3CCCc4ccccc43)c2CCN1Cc1cccnc1,1582,1753
C/C(=N\NC(=O)c1nc2ccccn2c1C)c1cccc([N+](=O)[O-])c1,1417,1429
# Other compounds.
SMILES,SRC3 TRFRET art,SRC1 TRFRET art
Cc1ccc2[nH]c(=O)c(CN(Cc3cccs3)Cc3nnnn3Cc3ccccc3)cc2c1,1595,1719
CCc1ccc(NC(=O)CN(c2ccccc2)S(=O)(=O)N(C)C)cc1,1508,1922
Cc1ccc(S(=O)(=O)N2CCCCC2)cc1NC(=O)CN1C(=O)CN(C)C1=O,1672,1796
CCOC(=O)C1(CC2CC2)CCN(Cc2cnc(-c3ccccc3C)nc2)CC1,1761,1875
Cc1ccc2cc3c(N)[nH]nc3nc2c1,1672,2220
O=C(NC(=S)Nn1cnnc1)c1cccc(Br)c1,1375,1778
Cc1nn(C)cc1-c1n[nH]c(=S)n1-c1ccc(F)cc1,1634,1690
COC(=O)N/N=C\c1ccc(-c2cc(Cl)c(Cl)cc2Cl)o1,1561,1792
Cc1ccc(CCCOC(=O)C[N+]2(C)CCCC2)cc1,1477,1868
O=C(NCc1cccnc1)C(=O)Nc1nc2ccccc2s1,1446,1614
Cc1cccc(C(=O)Nc2cc(=O)n(C)c(=O)n2C)c1,1674,1712
CCOC(=O)C1CCCN(Cc2cc(=O)oc3cc(C)ccc23)C1 (stereo unspecified),1527,1627
COc1cc(NC(=O)c2ccccc2-c2ccccc2)cc(OC)c1,1388,1718
O=C(Nc1nnc(-c2ccccc2F)s1)Nc1ccccc1F,1502,1633
CCCCc1c(C)nc2ccc(Br)cc2c1SCCC#N,2091*,2268
O=C(Nc1ccn(Cc2ccccc2)n1)c1cccc(F)c1,1653,1858
O=C(NCc1nc2ccccc2[nH]1)C1=C[C@@H](c2ccc(Br)cc2)C[C@@H](OCc2ccc(CO)cc2)O1,1618,1550
Cc1sc(C(C2C(=O)CC(C)(C)CC2=O)C2C(=O)CC(C)(C)CC2=O)cc1[N+](=O)[O-],1712,1586
O=C(O)c1cc(-c2cc3ccccc3o2)nn1-c1ccccc1,1641,1791
CN1CCCN(C(=O)/C=C/c2ccc(Cl)cc2Cl)CC1,1619,1724
COc1ccc(C(C)=O)cc1COC(=O)c1ccc(S(=O)(=O)N2CCOCC2)cc1,1495,1555
O=C(CSc1nnnn1C1CCCCC1)NNC(=O)c1ccco1,1754,1961
CCOC(=O)Nc1ccc([N+](=O)[O-])cc1C,1375,1640
O=C(CCNS(=O)(=O)c1cccc2nsnc12)NC1CCN(Cc2ccccc2)CC1,1556,1645
Cc1[nH]n(-c2ncc(-c3ccccc3)s2)c(=O)c1C(c1ccc(Br)cc1)C(C#N)C#N (stereo unspecified),1442,1882
Cc1ccc(OCC(=O)N2CCN(C(=O)c3ccncc3)CC2)cc1,1671,1855
c1cc2c(cn1)cnc1cscc12,1583,1674
COCC(C)n1c(C)cc(C(=O)COC(=O)CCc2nc3ccccc3c(=O)[nH]2)c1C (stereo unspecified),1432,1630
COc1ccc(N(C)C(=O)Nc2ccc3nsnc3c2)cc1,1572,1985
CCn1c(SCc2ccc(F)cc2)nc2c(c1=O)SCC2,1592,1606
O=C(CCSCCC(=O)Nc1c(F)c(F)c(F)c(F)c1F)Nc1c(F)c(F)c(F)c(F)c1F,1346,1804
CC(C)S(=O)(=O)C1=NSC2=NC(=O)/C(=C\c3ccc(-c4ccccc4)o3)C(=N)N21,1595,1911
O=C(Nc1ccc(C(=O)Oc2ccccc2)c(O)c1)c1ccccc1,1546,1787
COc1ccccc1-n1cccc1C=O,1447,1579
COc1ccccc1/C=C1/C(=O)N(c2cc(C)cc(C)c2)C(c2cccc([N+](=O)[O-])c2)S1(=O)=O (stereo unspecified),1381,1657
Cc1ccsc1-c1nc(CN2C[C@@H](C)O[C@@H](C)C2)c(C)o1,1666,1825
CC1Cc2ccccc2N1CC(=O)NC(=O)NC1CCCC1 (stereo unspecified),1617,2119
COc1ccc(CC(=O)NCCC2=CCCCC2)cc1,1503,1883
O=C(CNC(=O)c1ccc(Cl)cc1)OCC(=O)N1CCCC1,1397,1815
CCOC(=O)C1=NN(c2ccc(C)cc2)CC1C(=O)OC (stereo unspecified),1556,1614

# Sorted by number of heavy atoms (falling): 15 of the compounds above.
SMILES,SRC3 TRFRET art,SRC1 TRFRET art
COc1ccccc1/C=C1/C(=O)N(c2cc(C)cc(C)c2)C(c2cccc([N+](=O)[O-])c2)S1(=O)=O (stereo unspecified),1381,1657
O=C(CN(C(=O)CNC(=O)c1ccco1)c1ccc2c(c1)OCCO2)NC1CCCCC1,1531,1660
COc1ccc(-n2c(=O)cc(N3CCN(c4ccccc4OC)CC3)[nH]c2=O)cc1,1559,1689
O=C(Nc1cccc(S(=O)(=O)N2CCCCCC2)c1)c1ccc2ccccc2n1,1884,1958
COc1ccc(NC(=O)CN(C)CC(=O)Nc2ccc3c(c2)CCC3)cc1,1616,1781
CCCCC12CN3CCN(CC(C3)/C1=N\NC(=O)Nc1ccccc1)C2,1540,1560
Cc1ccc(OCC(=O)N2CCN(C(=O)c3ccncc3)CC2)cc1,1671,1855
O=C(O)c1cc(-c2cc3ccccc3o2)nn1-c1ccccc1,1641,1791
CC1Cc2ccccc2N1CC(=O)NC(=O)NC1CCCC1 (stereo unspecified),1617,2119
Cc1ccsc1-c1nc(CN2C[C@@H](C)O[C@@H](C)C2)c(C)o1,1666,1825
CC1(C)C2CCC1(CS(=O)(=O)NC1CCCC1)C(=O)C2 (stereo unspecified),1507,1746
CCOC(=O)Nc1ccc([N+](=O)[O-])cc1C,1375,1640
Cc1ccc2cc3c(N)[nH]nc3nc2c1,1672,2220
CC1(C)CC(=O)c2cc(O)ccc2O1,1667,1795
CCNC(=S)N1CCCCC1CO (stereo unspecified),1590,1361

# (continued)
SMILES,SRC3 TRFRET art,SRC1 TRFRET art
Cc1ccc(Cl)cc1NC(=O)COC(=O)Cn1cnc2c1c(=O)n(C)c(=O)n2C,1566,2067
CCCC(=O)NC(=S)Nc1cccc(NC(=O)c2ccccc2)c1,1574,1641
CC1CN(C(=O)/C(C#N)=C2\N=C(NC(=O)c3ccccc3Cl)c3ccccc32)CC(C)O1 (stereo unspecified),1687,1886
Cc1ccc(Cn2ccnc2C(=O)Nc2ccccc2)cc1,1621,2103
Cc1ccc(NC(=O)c2cc(-c3ccccc3)nn2-c2ccccc2)c(Br)c1,1635,1735
O=[N+]([O-])c1ccc(OCc2cnc(Cl)s2)cc1,1442,1733
CCC1=NN2C(=N)/C(=C\c3ccc(OCc4cc(=O)n5nc(CC)sc5n4)c(OC)c3)C(=O)N=C2S1,1411,1727
CC(=O)Nc1ccc(S(=O)(=O)N2CC3(C)CC2CC(C)(C)C3)cc1 (stereo unspecified),1659,1827
O=C(/C=C/c1ccc(-c2ccccc2[N+](=O)[O-])o1)c1ccco1,1627,2009
CC(C)N(C)CCOC(=O)c1ccccc1Br,1674,1919
C/C(CCc1oc2ccc(Br)cc2c1-c1ccc(C)o1)=N/O,1503,1722
NCCCC[C@H](N)c1nnc([C@H](CCC(=O)O)NC(=O)C2CCNCC2)o1,1488,1664
O=C(O)CCn1nnc(-c2ccccc2)n1,1520,1706
CCOC(=O)Nc1nc(-c2ccc(Cl)cc2Cl)cs1,1520,1488
COc1ccc([N+](=O)[O-])cc1NS(=O)(=O)c1ccc(Cl)c(C(=O)Nc2sc3c(c2C#N)CCCCC3)c1,1679,1956
O=C(Nc1ncccn1)c1cc(-c2cccc(Br)c2)nc2ccccc12,1545,1720
CCOC(=O)c1cnn(CCOC(=O)c2cccc(F)c2)c1NC(=O)c1cccc(F)c1,1631,1861
CCOC(=O)c1c(C)[nH]c(C)c1C(=O)COC(=O)c1ccccc1O,1518,1918
COc1cccc(CNC(=O)CCC2CCCN(Cc3ccc(OC(F)F)cc3)C2)c1 (stereo unspecified),1618,1722
COC(=O)c1ccccc1NC(=O)c1ccnn1C,1558,1597
Nc1nc2nccc(-c3ccc(Cl)cc3)n2n1,1623,1679
CN(NS(=O)(=O)c1ccc(Cl)cc1)c1nc(C(F)(F)F)nc2ccccc12,1514,1844
Cc1cc(C)c(C)c(S(=O)(=O)NCc2ccc(C(=O)N3CCCC3)cc2)c1C,1771,1750
C=CCSc1nnc(CC(OC)OC)n1-c1ccccc1,1795,1805

# Screening results as filed in PubChem.
